Hsp90 Hop PPI: changes Hsp90-Hop TPR2A binding signal, up or down | AlphaScreen TPR2A-His6 binding biotin-Hsp90 C-terminal peptide | Potency, µM (titrated, usually from 57 µM), for inactives: at the top dose activity change, negative = inhibition | 0.44% of 71,000 active | AID 595; active = well fitted curve in either direction with a large enough effect; inconclusive = small, poorly fitted or top-dose-only effect, or another doubt; note: potency is the fitted concentration of half-maximal effect; % is set by controls: 0 for no effect and ±100 for the full control effect; many of its hits are not listed in these tables
CRE-bla Fsk: modulators of forskolin-stimulated CRE signaling in CHO cells; Potency, µM (series often up to 38.2 µM), without a hit: top-dose activity change, negative = inhibition, usual class: activators; CHO CRE-bla reporter (cAMP response element driving beta-lactamase), forskolin EC10, beta-lactamase ratio; 2.5% of 71,000 active; active = well fitted activation curve with a large enough effect in the signal ratio, with a control signal flat, not every such curve was filed as active; inconclusive = small, poorly fitted or top-dose-only effect, or effect the other way, or a change in a side signal; the % refers to the signal ratio; note: potency is the fitted concentration of half-maximal effect; % of control where 0% means no effect
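Modulation of forskolin-driven signalling is measured in CHO cells carrying a CRE-controlled beta-lactamase reporter. Cells are stimulated with EC10 NKH 477 in the presence of titrated compound for 3 h at 37 °C, then loaded with CCF4 for 2 h at room temperature.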
UbGFP stabilizer: proteasome inhibitors stabilizing ubiquitin-GFP reporter | Ubiquitin-GFP reporter cells, proteasome inhibition, GFP fluorescence; response scale: untreated = 0%, 10 µM MG-132 = 100% | Potency, µM (highest dose often 45.9 µM), for the others: top-dose activation (GFP accumulation), most hits filed as activators | 67,000 tested, under 10 active; active = well fitted activation curve with a large enough effect, not every such curve was filed as active; inconclusive = small, poorly fitted or top-dose-only effect, or another doubt; inactive = no such curve, though single readings can be large or run the other way; note: potency is the fitted concentration of half-maximal effect
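Proteasome blockade was scored as a rise in GFP-expressing U2OS cells carrying a ubiquitin(G76V)-GFP construct, imaged after 4 hr compound treatment at 37 °C across a 46 uM–2.9 nM series.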
4MU fluor: 4-MU region autofluorescence. compound autofluorescence, 340/450 nm, 4-MU equivalents; hits give high values. max dye-equivalent concentration, M. 11% of 59,000 active; in the data active = max dye-equivalent concentration above about 10 nM; inconclusive = mostly about 1.1 nM to 9.6 nM
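Compounds in 100 mM Tris, pH 8.0, sat 15 min at room temperature before fluorescence was read at 340 nm excitation/450 nm emission; a per-plate six-point 4-MU standard curve converted signals to dye-equivalent concentration at each compound concentration.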
A350 fluor: compound fluoresces in the Alexa 350 spectral region; Compound autofluorescence, 340/450 nm, Alexa 350 dye-equivalents; hits give high values; max dye-equivalent concentration, M; 11% of 59,000 active; AID 590; in the data active = max dye-equivalent concentration above about 10 nM; inconclusive = mostly about 1.1 nM to 9.6 nM
Epigenetic mod: epigenetic modulators derepressing GFP locus in mouse cells; mouse C127i GFP locus derepression, cytometry, 30 h; Potency, µM (series often up to 46.1 µM), without a hit: top-dose GFP derepression (activation); 0.09% of 68,000 active; AID 597; note: % of control where 0% means no effect
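Murine C127i mammary cells carrying a silenced, stably integrated CMV-driven GFP reporter were treated with compound for 30 hours at 37 C. After PBS washes, GFP-positive cells were counted by laser-scanning microplate cytometry.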
Texas Red fluor: compound fluoresces in the Texas Red spectral region | 0.06% of 59,000 active | Compound fluorescence, Texas Red channel, 547/618 nm; hits give high values | max dye-equivalent concentration, M; in the data active = max dye-equivalent concentration above about 10 nM; inconclusive = between about 1.1 nM and that limit
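Compound fluorescence was read after 15 min at room temperature in 100 mM Tris, pH 8.0, using 547 nm excitation and 618 nm emission across a concentration series. It was expressed as Texas Red dye-equivalent concentration from an on-plate standard curve.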
Fluorescein fluor: fluorescein region autofluorescence | 0.91% of 59,000 active | AID 593 | max fluorescein-equivalent concentration, M | Compound autofluorescence, 480/540 nm, fluorescein-equivalent; hits give high values; in the data active = max fluorescein-equivalent concentration above about 10 nM; inconclusive = between about 1.1 nM and that limit
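Spectral profiling of library compounds in the fluorescein window (480 nm excitation, 540 nm emission) after 15 min at room temperature in pH 8.0 Tris (100 mM). Values are dye-equivalent concentrations.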
ERK AVP block: vasopressin-driven ERK pathway inhibition; 0.99% of 72,000 active; HEK293-V1b, vasopressin-stimulated pERK AlphaScreen; Potency, µM (top dose mostly 57.5 µM), without a hit: at the top dose activity, negative = inhibition, hits mostly inhibitors; note: potency is the fitted concentration of half-maximal effect; % is set by controls: 0 for no effect and ±100 for the full control effect; nearly all actives have a fitted effect of over 55% in size
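HEK293 cells stably expressing V1b receptor, seeded overnight in 1% FBS, were treated with compounds for 30 min at 37C, then stimulated 5 min with 25 nM vasopressin; phospho-ERK read by AlphaScreen SureFire after lysis.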
HBB splicing: hemoglobin beta splicing modulation; 0.06% of 65,000 active; Potency, µM (doses to about 46.1 µM), inactives show at the top dose activation, hits mostly activators; HBB splicing reporter cell assay, activation; EGFP reporter with mutant IVS2-654 intron; response scale: normalised to 500 nM splice-correcting PNA; AID 925; note: potency is the fitted concentration of half-maximal effect; 0% is about no effect
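Compounds were applied for 2 days to HeLa EGFP-654 cells, 500/well in Optimem with 2% FCS. The reporter's EGFP is disrupted by mis-splicing of beta-globin intron IVS2-654. Readout: summed well GFP fluorescence from 488 nm laser scanning; reference was 500 nM antisense […] 654 PNA.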
Luciferase inh: inhibitors of firefly luciferase. P08659. purified firefly luciferase, luminescence, 8 min. Potency, µM (highest dose often 57.1 µM), inactives show at the highest dose activity change, negative = inhibition, actives largely listed as inhibitors. 2.2% of 72,000 active. AID 411; note: potency is the fitted concentration of half-maximal effect; % is set by controls: 0 for no effect and ±100 for the full control effect; nearly all actives have a fitted effect of over 40% in size
Target sequence (P08659 whole entry, looked up): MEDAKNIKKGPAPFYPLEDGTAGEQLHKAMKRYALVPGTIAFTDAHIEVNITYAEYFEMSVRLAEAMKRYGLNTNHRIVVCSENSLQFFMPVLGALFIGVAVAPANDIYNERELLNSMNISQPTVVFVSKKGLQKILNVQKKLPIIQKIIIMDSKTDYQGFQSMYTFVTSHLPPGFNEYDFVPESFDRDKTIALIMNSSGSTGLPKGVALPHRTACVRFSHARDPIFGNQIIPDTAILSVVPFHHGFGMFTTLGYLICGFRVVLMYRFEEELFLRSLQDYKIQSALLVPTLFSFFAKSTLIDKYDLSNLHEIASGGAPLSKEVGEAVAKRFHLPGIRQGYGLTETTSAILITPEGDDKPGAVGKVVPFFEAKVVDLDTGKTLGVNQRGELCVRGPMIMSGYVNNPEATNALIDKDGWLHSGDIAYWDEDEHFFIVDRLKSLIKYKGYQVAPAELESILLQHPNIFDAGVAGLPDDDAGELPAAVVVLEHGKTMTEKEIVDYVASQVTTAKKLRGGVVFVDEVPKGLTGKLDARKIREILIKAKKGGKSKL
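Here, luciferase activity is measured as luminescence following an 8 min room-temperature reaction at 10 uM ATP, pH 7.2. Every library sample is titrated.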
Active calls of the source: *; i = inactive; ? = inconclusive; nt = no result given; [ ] = another dose, or the depositor's remark. Unless noted, calls come from the whole dose curve; as a rule, active = well fitted curve in the direction sought with a large enough effect; inconclusive = small, poorly fitted or top-dose-only effect, or another doubt; inactive = no such curve, though single readings can be large; an effect the other way counts as inactive or inconclusive. A portion of the library; the hit share may differ from the screen's.

SMILES	Hsp90 Hop PPI	CRE-bla Fsk	UbGFP stabilizer	4MU fluor	A350 fluor	Epigenetic mod	Texas Red fluor	Fluorescein fluor	ERK AVP block	HBB splicing	Luciferase inh
O=C(CCN1C(=O)c2ccccc2C1=O)NCCN1CCOCC1	-3%[11 µM]	-4%[7.6 µM]	0%[9.17 µM]	nt	nt	-4%	nt	nt	-14%	-2.0%[0.0738 µM]	2%
CCOc1ccc(N2C(=O)CC(Sc3nc(C)cc(C)c3C#N)C2=O)cc1 (stereo unspecified)	-2%	7%	-2%	i	i	0%	?	i	4%	nt	1%
CC(=O)[C@H]1CC[C@@H]2[C@H]3CC=C4C[C@@H](O)CC[C@]4(C)[C@H]3CC[C@]12C	-2%[26 µM]	3%[17.1 µM]	3%[20.5 µM]	i	i	-2%[20.6 µM]	i	?	-24%[25.7 µM]	-1.8%[20.6 µM]	10%[25.5 µM]
Cc1ccc(C(=O)CSC2=C(C#N)C(c3ccco3)CC(=O)N2)c(C)c1 (stereo unspecified)	-15%	-13%	6%	nt	nt	2%	nt	nt	-9%	1.3%	1%
CCC(C)[C@H](NC(=O)NCc1cccc(OC)c1)C(=O)OC (stereo partly specified)	-2%	0%	2%	i	i	2%	i	?	9%	-2.5%[0.369 µM]	0%
COc1ccccc1/C=c1\sc2nc(-c3ccco3)nn2c1=O	-10%	-8%	3%	1.9e-08M*	2.3e-08M*	4%	i	i	-26%	-0.8%	-3%
O=C(c1ccc(N2CCOCC2)cc1)c1cccs1	4%	11%	-9%	i	i	0%	i	i	-6%	nt	10µM*
COC(=O)C1=C(C)N=C2SC(C)C(=O)N2C1c1ccc(C(=O)OC)cc1 (stereo unspecified)	nt	nt	nt	i	i	7%[20.6 µM]	i	?	nt	nt	1%[25.5 µM]
CCCc1c(O)nc(SCCN(CC)CC)n(C(=O)c2ccccc2)c1=O	-3%	0%	-5%	i	i	-5%	i	i	7%	2.4%[57.5 µM]	3%
CC(C)(C)n1nc2c(c1NC(=O)c1cccc(C(F)(F)F)c1)CS(=O)C2 (stereo unspecified)	-4%	-1%	-6%	i	i	1%	i	i	21%	0.2%	2%
COc1cc2c(cc1OC)C(C)N(C(=O)C1COc3ccccc3O1)CC2 (stereo unspecified)	-5%	?	17%	nt	nt	0%	nt	nt	-26%	-2.8%	1%
Cc1occc1-c1nnc(SCC(=O)Nc2nccs2)n1Cc1ccco1	-7%	9%	-2%	i	i	-3%	i	i	-28%	nt	1%
COC(=O)CSc1cc(SCC(=O)OC)c(C#N)c(SCC(=O)OC)c1	10%	?	2%	?	?	0%	i	i	-22%	0.8%	-3%
COc1cc(C(=O)OCC(=O)NCc2ccco2)cc(OC)c1OC	-3%	?	-5%	i	i	2%	i	i	5%	-2.7%	0%
Oc1ccc(Nc2nc(-c3ccc(O)cc3)cs2)cc1	-27%	?	3%	i	i	5%	i	i	-19%	-0.4%	16µM*

Reformatted with bars between the fields: nine of the compounds above.
Compound | Hsp90 Hop PPI | CRE-bla Fsk | UbGFP stabilizer | 4MU fluor | A350 fluor | Epigenetic mod | Texas Red fluor | Fluorescein fluor | ERK AVP block | HBB splicing | Luciferase inh
O=C(c1ccc(N2CCOCC2)cc1)c1cccs1 | 4% | 11% | -9% | i | i | 0% | i | i | -6% | nt | 10µM*
COC(=O)C1=C(C)N=C2SC(C)C(=O)N2C1c1ccc(C(=O)OC)cc1 (stereo unspecified) | nt | nt | nt | i | i | 7%[20.6 µM] | i | ? | nt | nt | 1%[25.5 µM]
CCCc1c(O)nc(SCCN(CC)CC)n(C(=O)c2ccccc2)c1=O | -3% | 0% | -5% | i | i | -5% | i | i | 7% | 2.4%[57.5 µM] | 3%
CC(C)(C)n1nc2c(c1NC(=O)c1cccc(C(F)(F)F)c1)CS(=O)C2 (stereo unspecified) | -4% | -1% | -6% | i | i | 1% | i | i | 21% | 0.2% | 2%
COc1cc2c(cc1OC)C(C)N(C(=O)C1COc3ccccc3O1)CC2 (stereo unspecified) | -5% | ? | 17% | nt | nt | 0% | nt | nt | -26% | -2.8% | 1%
Cc1occc1-c1nnc(SCC(=O)Nc2nccs2)n1Cc1ccco1 | -7% | 9% | -2% | i | i | -3% | i | i | -28% | nt | 1%
COC(=O)CSc1cc(SCC(=O)OC)c(C#N)c(SCC(=O)OC)c1 | 10% | ? | 2% | ? | ? | 0% | i | i | -22% | 0.8% | -3%
COc1cc(C(=O)OCC(=O)NCc2ccco2)cc(OC)c1OC | -3% | ? | -5% | i | i | 2% | i | i | 5% | -2.7% | 0%
Oc1ccc(Nc2nc(-c3ccc(O)cc3)cs2)cc1 | -27% | ? | 3% | i | i | 5% | i | i | -19% | -0.4% | 16µM*

Going on with the list:
SMILES	Hsp90 Hop PPI	CRE-bla Fsk	UbGFP stabilizer	4MU fluor	A350 fluor	Epigenetic mod	Texas Red fluor	Fluorescein fluor	ERK AVP block	HBB splicing	Luciferase inh
COc1ccccc1C(=O)Nc1ccc(S(=O)(=O)N2CCCC2)cc1	-1%	?	7%	i	i	3%	?	i	-10%	-0.1%	2%
COc1ccc(C(=O)Nc2cc(Cl)cc(Cl)c2)c(OC)n1	2%	?	11%	i	i	-3%	i	i	14%	-0.6%	0%
CC1Cc2ccccc2N1S(=O)(=O)c1ccc2c(c1)n(C)c(=O)c(=O)n2C (stereo unspecified)	-1%	?	3%	i	i	-3%	i	i	7%	-1.0%	0%
CN(C)S(=O)(=O)Nc1ccc(Oc2ccccc2)cc1	1%	3%	3%	i	i	3%	?	i	-9%	1.9%	2%
O=C(NCc1ccncc1)c1ccc(Br)o1	-11%[11 µM]	?	-3%[9.17 µM]	nt	nt	2%	nt	nt	-3%	-2.2%[0.0738 µM]	0%
C=CCn1c(SCc2c(F)cccc2Cl)nnc1-c1ccco1	-2%	-20%	2%	i	i	5%	i	i	-26%	-0.2%	-3%
CCOC(=O)N1CCC(NC(=O)C2CCN(S(=O)(=O)c3cccc4cccnc34)CC2)CC1	-3%	-7%	1%	nt	nt	0%	nt	nt	-3%	-1.1%	2%
CC(C)CN1CCC2(CC1)CCN(C(=O)c1cnccn1)CC2	3%	0%	3%	i	i	12%[9.22 µM]	i	i	-12%	-1.1%	1%[11.4 µM]
CCCOc1ccc(C2C(=O)N(C3CCCCC3)CC(=O)N2CCC)cc1OC (stereo unspecified)	-2%	?	22%	i	i	3%	?	i	9%	-0.3%	2%
CCCCS(=O)CC(CS(=O)CCCC)OC(=O)c1ccc(C)cc1 (stereo unspecified)	-2%	-5%	-13%	nt	nt	-2%	nt	nt	-6%	-0.3%	3%
CCCNC(=O)CCNC(=O)c1ccc(C(C)(C)C)cc1	-1%	7%	-4%	?	?	-2%	i	i	14%	1.7%[1.84 µM]	1%
O=C(c1cc(C(F)(F)F)cc(C(F)(F)F)c1)N1CCC2(CCCN(Cc3ccccc3)C2)CC1	-6%	-3%	-10%	i	i	0%[9.22 µM]	i	?	8%	1.6%	-1%[11.4 µM]
COc1ccccc1OCc1nc(C#N)c(NCc2ccco2)o1	-6%	-10%	19%	i	i	0%	i	i	-8%	3.4%	1%
Cc1cc(C)n(-c2ccc(C(=O)OCC(=O)N(CC(C)C)C3CCS(=O)(=O)C3)cc2)n1 (stereo unspecified)	-4%	37%	5%	i	i	-2%	?	i	4%	2.8%	0%
CCOc1cc(N2CCOCC2)c(OCC)cc1NC(=O)Cn1[nH]c(=O)c2ccccc2c1=O	0%	0.1µM*	1%	i	i	0%	?	?	1%	-2.6%	2%
O=C(Cc1cccs1)N(Cc1ccco1)C1(C(=O)NC2CCCC2)CCCCC1	6%	?	-8%	?	?	1%	i	i	10%	-0.8%	-1%
COc1ccc(C(C)(C)C)cc1NC(=O)C1C2C=CC(C2)C1C(=O)O (stereo unspecified)	3%	13%	-12%	i	i	1%	i	i	-14%	0.1%	-2%
O=S(=O)(NCC1CCCO1)c1ccc2oc3ccc(S(=O)(=O)NCC4CCCO4)cc3c2c1 (stereo unspecified)	-2%	-8%	-5%	i	i	7%	i	i	-19%	0.9%	1%
Cc1ccc(/C=c2\sc3nc(-c4cccnc4)nn3c2=O)cc1	-7%	-8%	-1%	i	i	7%	i	i	15%	-0.5%	7.9µM*
CC(=O)Nc1cccc(OCC(=O)Nc2ccccc2)c1	-3%	2%	-6%	i	i	3%	i	i	-6%	-3.1%	-23%
O=C(CCN1C(=O)c2ccccc2S1(=O)=O)Nc1ccc2c(c1)OCCO2	-2%	1%	-3%	i	i	2%	i	i	-16%	-0.2%	-9%
NC(=O)N1CC(O)CC1C(=O)Nc1ccc(Cl)c(Cl)c1 (stereo unspecified)	-1%	1%	0%	i	i	2%	?	i	-6%	0.2%[57.5 µM]	3%

Assay outcomes as filed in PubChem BioAssay.
